# STAT1 inh = inhibitors of IFN-gamma induced STAT1 signaling; NIH 3T3 STAT1-luciferase reporter, luminescence; inhibition, % at 5.5 µM; actives 0.35% (n = 200,000); AID 920;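 active = inhibition above a set limit, the mean inhibition across all tested compounds plus 3 SD, cut at about 34% in these data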;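 also: 0% = IFN-gamma with DMSO and 100% = IFN-gamma with 300 µM nifuroxazide; values of inactives mirror those of a sister screen read the other way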
# ROMK mod = modulates human ROMK potassium channel activity. actives 2% (n = 130,000). AID 1918. B-score at 10 µM. Tet-inducible ROMK, thallium flux fluorescence; actives lie on both sides;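 active = signal ratio slope over the read window, or its plate-corrected B-score, at least 3 SD from the plate mean, either direction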;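 also: B-score of the F/F0 ratio slope over 7 to 12 s after thallium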
# Target sequence (P48048 whole entry, looked up): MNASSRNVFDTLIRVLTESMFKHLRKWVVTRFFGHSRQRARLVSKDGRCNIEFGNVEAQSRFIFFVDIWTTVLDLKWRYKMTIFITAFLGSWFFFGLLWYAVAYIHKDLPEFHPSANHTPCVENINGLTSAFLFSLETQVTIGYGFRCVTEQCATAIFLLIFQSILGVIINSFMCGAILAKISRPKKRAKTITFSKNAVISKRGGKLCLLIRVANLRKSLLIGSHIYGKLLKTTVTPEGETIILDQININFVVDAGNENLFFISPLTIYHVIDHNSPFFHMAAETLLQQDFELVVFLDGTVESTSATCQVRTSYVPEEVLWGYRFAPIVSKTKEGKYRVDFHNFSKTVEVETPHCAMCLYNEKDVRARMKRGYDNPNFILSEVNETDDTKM
# S1P3 antag = blocks the human S1P3 receptor. CHO S1P3 NFAT-BLA reporter, FRET fluorescence, antagonist mode. AID 485. Q99500. actives 0.27% (n = 170,000). inhibition, % at 4.98 µM;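 active = inhibition above the plate cutoff, the mean inhibition of test wells on that plate plus 3 SD, cut at about 28% in these data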;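 also: cells challenged with S1P at its EC80 of 0.8 µM; blue over green emission ratio from cleaved BLA substrate after 4 h stimulation; 0% = S1P-stimulated wells and 100% = unstimulated DMSO-only wells; some compounds past the cut are filed as inactive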
# RAM network inh = inhibitors of the yeast RAM network; actives 1.8% (n = 190,000); AID 868; S. cerevisiae dse1pr::URA3 reporter, 5-FOA growth OD615, 2 d; analog-sensitive cbk1-as2 kinase mutant strain; inhibition, % at 50 µM;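 active = inhibition above a set limit, 3 SD over mean compound inhibition, cut at about 8.4% in these data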;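 also: 0% = DMSO-only wells with no growth and 100% = 10 µM 1-NA-PP1 full growth; inhibition rescues growth on 5-FOA so higher OD means more RAM inhibition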
# STAT3 inh = inhibitors of IL-6 induced STAT3 signaling; U3A cells, IL-6 STAT3-luciferase reporter, luminescence; host cell line lacks STAT1; inhibition, % at 5.5 µM; actives 0.89% (n = 190,000); AID 862;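 active = inhibition above the mean inhibition across all screened compounds plus 3 SD, cut at about 44% in these data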;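 also: 0% = DMSO only wells and 100% = 100 µM nifuroxazide control wells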
# STAT3 activator = increases IL-6 driven STAT3 reporter signal; actives 0.91% (n = 190,000); U3A cells, IL-6 STAT3-luciferase reporter, luminescence; 100% = signal with IL-6 EC80 alone; activation (% of control), % at 5.6 µM; AID 871;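 active = activation above the screen-wide mean of compound activation plus 3 SD, cut at about 130% in these data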;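 also: 0% = background luminescence of wells with medium and substrate only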
#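 Material: STAT3-luciferase reporter U3A cells; Probe or stimulus: IL-6 (33 ng/mL); Incubation: compound pre-incubation 1 h before IL-6, then 6 h stimulation at 37 °C; Technique: luminescence from STAT3-driven luciferase reporter; Evaluation: % activation versus median of IL-6-stimulated wells; Controls: IL-6-only high control.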
# PPARg SRC-3 ag = agonists of human PPARgamma SRC-3 coactivator recruitment; actives 0.26% (n = 200,000); activation, % at 8 µM; P37231; biochemical PPARgamma/SRC-3 coactivator recruitment assay; AID 731; in the data active = activation above about 23%;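 also: 0% = DMSO and 100% = reference agonist; some compounds past the cut are filed as inactive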
# Target sequence (P37231 whole entry, looked up): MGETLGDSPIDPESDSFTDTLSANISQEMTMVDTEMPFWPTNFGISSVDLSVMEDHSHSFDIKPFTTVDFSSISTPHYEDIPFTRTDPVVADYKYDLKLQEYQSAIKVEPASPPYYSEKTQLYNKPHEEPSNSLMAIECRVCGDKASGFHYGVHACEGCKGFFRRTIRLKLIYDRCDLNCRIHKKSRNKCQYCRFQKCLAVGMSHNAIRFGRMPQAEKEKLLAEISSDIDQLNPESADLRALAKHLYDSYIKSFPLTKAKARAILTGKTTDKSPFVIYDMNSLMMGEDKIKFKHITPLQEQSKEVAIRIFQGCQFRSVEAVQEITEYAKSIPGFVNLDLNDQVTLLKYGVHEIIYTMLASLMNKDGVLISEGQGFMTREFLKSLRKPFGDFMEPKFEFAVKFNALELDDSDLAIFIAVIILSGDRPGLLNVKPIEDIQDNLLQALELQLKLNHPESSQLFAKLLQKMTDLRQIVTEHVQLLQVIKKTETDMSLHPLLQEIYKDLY
# SRC2 TRFRET art = TR-FRET artefact, counter-screen to PPARgamma/SRC-2 agonist assay; hits give high values; TR-FRET ratio at 8 µM; actives 0.4% (n = 200,000); in the data active = TR-FRET ratio above about 2000; also: inactives centre near 1500
# PPARg SRC2 recr = agonists of SRC-2 recruitment by human PPARgamma; AID 1032; P37231; activation, % at 8 µM; PPARgamma LBD-SRC-2 recruitment, biochemical; actives 0.34% (n = 200,000); in the data active = activation above about 22%;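 also: 0% = vehicle and 100% = reference agonist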
# TLR4 MyD88 comp = inhibitors of human TLR4-MyD88 binding; HeLa CL3-4 TLR4/MyD88 BLA complementation, FRET ratio; inhibition, % at 8.4 µM; actives 0.18% (n = 200,000); AID 861; in the data active = inhibition above about 25%;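 also: 0% = vehicle and 100% = reference inhibitor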
# PPARg SRC1 recr = agonists of human PPARgamma SRC-1 coactivator recruitment; activation, % at 8 µM; PPARgamma-SRC-1 coactivator recruitment biochemical assay; actives 0.41% (n = 200,000); P37231; in the data active = activation above about 19%;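 also: 0% = DMSO and 100% = reference agonist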
# An asterisk follows results filed as active; x = no result given.
SMILES,STAT1 inh,ROMK mod,S1P3 antag,RAM network inh,STAT3 inh,STAT3 activator,PPARg SRC-3 ag,SRC2 TRFRET art,PPARg SRC2 recr,TLR4 MyD88 comp,PPARg SRC1 recr
Cc1ccc2c(c1)C(C)(C)[C@]1(C)NC(=O)CCN21,-11,x,3,-0.7,7,98,3,1599,-2,3,3
O=C(c1ccccc1)c1ccc2nc[nH]c2c1,-4,x,28,0.6,-21,121,8,1488,-1,1,-8
O=C1c2cccnc2C(O)N1C1CCCCC1 (stereo not drawn),-6,-0.29,3,0.1,4,98,1,1341,-2,1,-1
COc1ccc2nc(C)cc(Nc3ccccc3O)c2c1,-3,-0.77,-1,0.0,7,98,-5,1365,1,10,-5
CC12CN3CC(C)(CN(C1)C3c1ccccc1)C2O (stereo not drawn),5,-0.45,-18,0.4,3,101,3,1568,1,-6,6
COCCNC(=S)N/N=C(\C)c1ccc(Cl)c(Cl)c1,-12,-0.38,1,3.0,0,106,1,1718,0,-4,7
COc1ccc(OC)c(N(CC(=O)Nc2ccc3c(c2)OCCO3)S(C)(=O)=O)c1,-11,x,-7,-0.7,-3,109,-3,1492,-2,4,-1
CCCCCCCCNC(=O)c1cccnc1SCC(=O)Nc1ccccc1OC,6,0.081,-2,12*,15,87,5,1590,6,-8,6
O=C1c2ccccc2NC(c2ccc(F)cc2)N1Cc1ccco1 (stereo not drawn),2,0.31,15,1.5,8,101,-7,1366,0,-11,-2
O=C(N/N=C/c1cccc(Br)c1)c1ccc(Cn2cc(Br)cn2)o1,-8,0.34,-2,0.7,4,95,0,1583,-1,-14,-3
CC12CCC(C(=O)Nc3ccc4c(c3)OCCO4)(OC1=O)C2(C)C (stereo not drawn),2,0.96,x,0.7,8,94,-1,1457,1,12,1
C/C(=N\NC(=O)Cn1c(-c2ccccn2)nc2ccccc21)c1ccccc1,-3,x,-15,3.3,-3,104,3,1519,5,0,5
COc1ccc(C2NC(=O)NC(c3ccccc3)=C2c2nc3ccccc3s2)cc1 (stereo not drawn),3,0.47,x,8.7*,8,99,8,1542,7,1,3
C/C(NC(=O)c1ccccc1)=C1/C(=O)CC2C1C2(C)C (stereo not drawn),-33,-0.41,27,1.3,2,102,-13,1412,-1,10,-2
COc1ccccc1N1CCN(C(=O)c2oc3ccc(Br)cc3c2C)CC1,4,1.2,11,1.7,-1,103,-3,1506,-10,-19,1
CCN(Cc1ccccc1)Cc1c(C)[nH]c2c(C)c(C)ccc2c1=O,-6,0.13,x,1.1,5,101,0,1584,7,11,1
FC(F)(F)c1nc2ccccc2nc1N/N=C\c1ccccc1,-5,x,x,1.3,27,82,10,1727,-2,5,13
COc1ccc(-n2nc(C(=O)Nc3ccc4c(c3)OCO4)c3c4ccccc4n(C)c3c2=O)cc1,2,-0.39,26,x,-31,129,2,1412,-3,-8,2
CN(C(=O)Nc1ccc(Cl)cc1Cl)C1CCCC1,-41,-1.1,-5,0.6,14,93,5,1644,9,-8,9
CCOCCCNC(=O)C(c1ccccc1)N(Cc1ccc2c(c1)OCO2)C(=O)c1ccccc1O (stereo not drawn),-8,-0.13,-1,0.4,4,107,3,1451,-1,0,3
CN1C=CC=C/C1=C(\C#N)c1nc2ccccc2[nH]1,2,x,8,1.1,28,79,11,1686,12,-5,3
COC(=O)c1ccc(N2CCN(C)CC2)c(NC(=O)c2cccnc2)c1,-2,1.1,-13,1.8,1,104,-5,1489,-1,-8,0
COCCN(C(=O)Cn1nnc2ccccc21)C(C(=O)NC1CCCC1)c1cccc(OC)c1OC (stereo not drawn),3,x,-7,0.5,10,96,-2,1714,13,4,-1
COc1ccc(-n2cnc3c(cnn3CCC#N)c2=N)cc1,-6,x,-18,1.4,13,93,4,1414,0,-1,1
CCN(CC)C(=O)C1CCCN(c2ccc([N+](=O)[O-])cc2)C1 (stereo not drawn),-10,-0.38,14,1.6,8,95,1,1489,2,0,-2
CCOc1cc2[nH]c(=O)n(CCC(=O)NCc3ccc(OC)cc3)c(=O)c2cc1OCC,2,x,x,2.0,7,97,4,1408,8,2,10
CCc1ccc(C2CC(c3ccc(Cl)cc3)=NNC2=O)cc1 (stereo not drawn),1,-0.059,x,4.6,9,98,-2,1405,0,-14,-4
COc1cc(C(=O)NCCC(C)C)ccc1OCc1ccc(Cl)cc1Cl,0,x,5,9.8*,1,101,47*,1605,14,2,48*
COc1ccc(C)c2sc(=NC(=O)c3ccccc3)n(C)c12,-22,x,x,3.6,-33,136*,-2,1523,-11,3,11
COC(=O)CS(=O)(=O)c1cc(Br)cc2c1N(C(C)=O)CC2,9,x,-39,1.7,10,96,-2,1523,-1,4,10
CCOc1ccc(S(=O)(=O)NCCSc2ccccc2)cc1,-1,-0.4,x,1.8,1,104,-17,1488,-1,7,-11
Cc1c(NC(=O)Nc2ccc(Cl)c(Cl)c2)c(=O)n(-c2ccccc2)n1C,-7,0.19,20,2.5,1,103,3,1560,-5,3,1
CCCC(=O)N1CCN(c2ccc(NC(=O)C(C)(C)C)cc2Cl)CC1,-4,x,-1,-0.3,15,91,-4,1427,0,-17,-1
CCCC(=O)Nc1ccccc1-c1nnn(CC(=O)Nc2ccc(OC)cc2)n1,11,x,12,2.5,2,102,-5,1506,1,13,3
CCOc1ccc2c(c1)C(c1cccs1)=NNC(c1cccnc1)=N2,10,0.81,-11,-1.2,2,101,7,1604,9,-2,4
COc1cc(/C=C2/SC(=S)N(c3c(C)n(C)n(-c4ccccc4)c3=O)C2=O)ccc1O,-4,-0.48,-9,0.2,7,96,-5,1613,0,-5,5
Cc1c(C(=O)O)c(-c2ccccc2)nn1-c1ccccc1,-8,x,-13,1.5,-18,116,17,1676,7,-26,0
CC(C)C(=O)NCCc1nc2ccccc2n1CCCOc1ccc(Cl)cc1,3,x,x,0.8,17,94,5,1496,-1,-2,-2
CCOC(=O)c1[nH]c(C)c(C(=O)OCC(=O)N2CCCCC2C)c1C (stereo not drawn),4,x,6,2.1,19,87,4,1759,7,7,14
CCSc1nnc(-c2sc3nnc(-c4ccccc4)c(-c4ccccc4)c3c2N)o1,1,x,x,7.2,3,99,8,1589,2,40*,-8

# Laid out differently: results already given
mol	STAT1 inh	ROMK mod	S1P3 antag	RAM network inh	STAT3 inh	STAT3 activator	PPARg SRC-3 ag	SRC2 TRFRET art	PPARg SRC2 recr	TLR4 MyD88 comp	PPARg SRC1 recr
COc1ccc(C)c2sc(=NC(=O)c3ccccc3)n(C)c12	-22	x	x	3.6	-33	136*	-2	1523	-11	3	11
COC(=O)CS(=O)(=O)c1cc(Br)cc2c1N(C(C)=O)CC2	9	x	-39	1.7	10	96	-2	1523	-1	4	10
CCOc1ccc(S(=O)(=O)NCCSc2ccccc2)cc1	-1	-0.4	x	1.8	1	104	-17	1488	-1	7	-11
Cc1c(NC(=O)Nc2ccc(Cl)c(Cl)c2)c(=O)n(-c2ccccc2)n1C	-7	0.19	20	2.5	1	103	3	1560	-5	3	1
CCCC(=O)N1CCN(c2ccc(NC(=O)C(C)(C)C)cc2Cl)CC1	-4	x	-1	-0.3	15	91	-4	1427	0	-17	-1
CCCC(=O)Nc1ccccc1-c1nnn(CC(=O)Nc2ccc(OC)cc2)n1	11	x	12	2.5	2	102	-5	1506	1	13	3
CCOc1ccc2c(c1)C(c1cccs1)=NNC(c1cccnc1)=N2	10	0.81	-11	-1.2	2	101	7	1604	9	-2	4
COc1cc(/C=C2/SC(=S)N(c3c(C)n(C)n(-c4ccccc4)c3=O)C2=O)ccc1O	-4	-0.48	-9	0.2	7	96	-5	1613	0	-5	5
Cc1c(C(=O)O)c(-c2ccccc2)nn1-c1ccccc1	-8	x	-13	1.5	-18	116	17	1676	7	-26	0

# Following part
SMILES,STAT1 inh,ROMK mod,S1P3 antag,RAM network inh,STAT3 inh,STAT3 activator,PPARg SRC-3 ag,SRC2 TRFRET art,PPARg SRC2 recr,TLR4 MyD88 comp,PPARg SRC1 recr
COc1cccc(Nc2nnc(SCc3nc4ccccc4s3)s2)c1,-10,x,8,3.6,-2,105,-5,1452,-4,-12,1
Cc1cccn2cc(CCNS(=O)(=O)c3ccc4c(c3)OCCO4)nc12,-8,x,26,1.8,13,96,-2,1488,2,-2,3
CC(=O)Oc1ccc(C2(C)CC(C)(C)NC(=S)N2C)c(OC(C)=O)c1 (stereo not drawn),2,-0.7,-11,0.9,5,97,-4,1426,0,1,4
O=C(NC(NC(=S)Nc1cccc(C(=O)O)c1)C(Cl)(Cl)Cl)OCc1ccccc1 (stereo not drawn),-5,0.43,-35,0.4,1,101,7,1362,8,-26,2
Cc1cc(NC(=O)CSc2nnc(Cc3ccccc3)n2C)no1,-1,x,x,1.9,2,99,-10,1440,-4,3,-1
CC(C)Oc1ccc(/C=C(\NC(=O)/C=C/c2ccco2)C(=O)NCCc2nc3ccccc3[nH]2)cc1,4,-1,-6,1.1,3,100,2,1574,4,-4,-3
O=C(COC(=O)c1ccco1)Nc1ccc2c(c1)OCCO2,-11,x,-2,0.1,9,96,12,1506,3,-9,7
CN1CCN(C(=O)c2cc3nc(-c4ccc(Cl)cc4)cc(C(F)(F)F)n3n2)CC1,9,-0.34,-11,0.5,19,86,-13,1673,-4,4,-1
Cc1cc(NC(=O)CSc2nnc(-c3ccncc3)n2N)ccc1Br,-3,x,-18,3.7,4,100,-5,1388,-6,-19,-4
CCn1c(SC)nnc1-c1nn(-c2ccccc2)ccc1=O,-8,0.36,-11,-0.4,-12,112,4,1647,-13,-7,6
O=C(Nc1ccc(N2CCN(C(=O)c3ccc(Cl)cc3)CC2)cc1)c1ccc(Br)o1,7,x,32,3.7,34,75,12,1658,4,-10,6
CC(C)OC(=O)CC1C(=O)NCCN1C(=S)NC(=O)c1ccccc1Cl (stereo not drawn),-10,-0.049,-6,-0.5,14,95,1,1721,5,-6,1
CC1CCN(C(=O)c2ccc(S(=O)(=O)Cc3cccc(F)c3)c([N+](=O)[O-])c2)CC1,1,0.029,0,6.5,27,77,5,1446,-3,-3,1
COc1ccc([N+](=O)[O-])cc1NC(=O)CCN1CCN(c2ccccc2OC)CC1,-5,x,-13,-0.1,-7,102,0,1487,-1,-10,-6
CC1(C(=O)NCc2ccc(F)cc2)Oc2ccccc2NC1=O (stereo not drawn),20,-0.79,-2,2.9,14,97,4,1582,-10,-3,-2
